VHR inh abs – DUSP3 (human) phosphatase inhibition | inhibition, % at 13.3 µM | recombinant VHR phosphatase, pNPP absorbance | AID 1654 | actives 0.52% (n = 290,000); in the data active = inhibition above about 50%; note: some compounds called inactive have numbers as strong as hits
Target sequence (P51452 whole entry, looked up): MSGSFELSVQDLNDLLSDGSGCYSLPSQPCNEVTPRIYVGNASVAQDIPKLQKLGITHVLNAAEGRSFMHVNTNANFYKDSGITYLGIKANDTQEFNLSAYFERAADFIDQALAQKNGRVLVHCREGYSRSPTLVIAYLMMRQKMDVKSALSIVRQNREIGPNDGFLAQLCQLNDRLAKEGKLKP
MazF activator – activators of E. coli MazEF toxin-antitoxin RNase. P0AE70. FAM/BHQ RNA-DNA oligo cleavage fluorescence, 5 h. activation, % at 20 µM. actives 0.32% (n = 350,000); in the data active = activation above about 50%
Target sequence (P0AE70 whole entry, looked up): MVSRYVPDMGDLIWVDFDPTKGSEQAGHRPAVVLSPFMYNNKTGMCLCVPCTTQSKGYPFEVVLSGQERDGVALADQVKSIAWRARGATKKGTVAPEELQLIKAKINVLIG
BH1578 lux ind – inducers of Vibrio cholerae quorum light production without autoinducers; activation, % at 18.7 µM; V. cholerae BH1578 lux reporter, luminescence, 6 h; actives 0.16% (n = 350,000); in the data active = activation mostly above about 9.7%, no sharp cut-off; note: not every result past the cut was called active; inactives centre near 0; reference of the scale not given here
PrPC TRFRET – cell surface PrPC inhibition, primary TR-FRET screen | actives 0.43% (n = 370,000) | AID 720596 | P04156 | TR-FRET read-out | inhibition, % at 13.8 µM; in the data active = inhibition above about 24%; note: 0% = median of the test wells and 100% = reference compound wells
CCHF vOTU inh – CCHFV vOTU protease inhibition; inhibition, % at 11.5 µM; AID 651958; Pep-AMC fluorescence; actives 0.55% (n = 370,000); in the data active = inhibition above about 30%; note: 0% = vehicle wells with enzyme and 100% = no enzyme wells
SSB-PriA inh – inhibitors of Klebsiella pneumoniae PriA binding to SSB C-terminal tail | actives 0.6% (n = 430,000) | AlphaScreen SSBct-PriA binding, biotinylated peptide | inhibition, % at 33 µM; in the data active = inhibition mostly above about 37%, no sharp cut-off; inactive = mostly below about 20%;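 note: plate controls were negative control peptide for no effect and reference peptide for full effect; strong numbers were not always called active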
Rv3671c protease – inhibits the M. tuberculosis serine protease Rv3671c | inhibition, % at 5.96 µM | actives 0.048% (n = 320,000) | P9WHR9; in the data active = inhibition above about 38%;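 note: extracellular domain of Rv3671c used as enzyme; 0% = enzyme with DMSO and 100% = no enzyme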
Target sequence (P9WHR9 whole entry, looked up, the tested form may be a part): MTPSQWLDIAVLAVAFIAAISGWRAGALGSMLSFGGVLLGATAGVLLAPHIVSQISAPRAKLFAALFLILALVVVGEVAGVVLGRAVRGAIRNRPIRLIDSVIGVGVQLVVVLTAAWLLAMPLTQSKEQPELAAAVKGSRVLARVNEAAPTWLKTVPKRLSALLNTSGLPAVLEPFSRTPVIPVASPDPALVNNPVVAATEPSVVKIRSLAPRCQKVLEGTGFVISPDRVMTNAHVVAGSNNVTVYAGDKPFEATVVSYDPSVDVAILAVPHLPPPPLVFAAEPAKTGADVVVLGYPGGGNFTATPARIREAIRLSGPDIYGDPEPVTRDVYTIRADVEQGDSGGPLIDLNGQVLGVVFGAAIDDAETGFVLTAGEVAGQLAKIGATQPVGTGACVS
TcdB GH inh – blocks C. difficile toxin B glycohydrolase activity; TcdB glycohydrolase enzymatic assay, plate reader; inhibition, % at 9.99 µM; actives 0.24% (n = 350,000); AID 652162; in the data active = inhibition above about 10%
SARS 3CLpro inh – SARS-CoV 3CLpro protease inhibition | P0C6X7 | recombinant SARS-CoV 3CLpro, quenched FRET peptide cleavage | inhibition, % at 6 µM | actives 0.14% (n = 290,000); in the data active = inhibition above about 12%
Y pestis TopoI – Y. pestis Topo-I inhibition via cleavage products; activity, % at 10 µM; Y. pestis Topo-I cleavage product accumulation, plate reader; actives 0.064% (n = 360,000); in the data active = activity above about 50%, passing the limit was not always enough; note: inactives centre near 2
Starred values were filed as active, the others as inactive; i = inactive; / = not tested or not shown. A portion of the library; the hit share may differ from the screen's.

Second line of a record: PrPC TRFRET	CCHF vOTU inh	Rv3671c protease	VHR inh abs	Y pestis TopoI	SSB-PriA inh	MazF activator	TcdB GH inh	SARS 3CLpro inh	BH1578 lux ind
[1] O=C(COc1coc(CN2CCN(c3ccccc3)CC2)cc1=O)NC1CCCC1
 : 0	-3	0	/	9	-4	0	-0.2	/	-1.7
[2] Cc1cc(C)c(NC(=O)CSc2nc(=O)n(CCN3CCOCC3)c3c2CCC3)c(C)c1
 : 0	-4	0	/	11	-20	7	0.6	/	i
[3] CCc1[nH]nc2c1C(c1ccc(C)o1)C(C#N)=C(N)O2 (configuration not stated)
 : 8	-6	4	24	7	-19	6	-1.3	-2	i
[4] CCOc1ccc(NC(=O)Nc2ccccc2SC)cc1
 : 16	-3	3	26	2	-8	11	0.2	0	0.1
[5] O=C(CNC(=O)c1ccc(F)cc1)NCc1ccc(S(=O)(=O)N2CCOCC2)cc1
 : -4	6	/	/	-12	-5	-1	0.4	/	1.7
[6] COCc1cc(C)nc(SCC(=O)Nc2cccc3cccnc23)c1C#N
 : 4	2	-2	-5	6	-18	-43	-0.4	2	-0.2
[7] COc1ccc(Cl)cc1NC(=S)NCCc1c[nH]c2ccccc12
 : 13	3	3	8	-7	33	7	/	0	i
[8] CCOC(=O)CN1C(=O)C(O)=C(C(C)=O)C1c1ccccc1 (configuration not stated)
 : 3	9	-1	8	0	-14	5	/	5	-0.5
[9] Cc1ccnc2nc(C(=O)OCC(=O)N3CC(C)CC(C)C3)nn12 (configuration not stated)
 : 1	-4	/	/	1	-10	6	1.6	/	i
[10] Cc1cc(C)c2c(c1)c1nnc(SCCN3CCCCC3)nc1n2C
 : 0	20	/	-4	7	6	10	1.1	-4	-0.8
[11] CCN(C(=O)c1cc(Cl)ccc1OC)C1CCCCC1
 : -1	-1	2	-8	13	3	-4	/	-6	i
[12] O=C1S/C(=C/c2ccccc2F)C(=O)N1CCN=C1NS(=O)(=O)c2ccccc21
 : 2	-4	-7	21	1	-10	2	/	-2	7.7
[13] O=C(c1ccc(-c2cccc(Cl)c2)o1)N1CCN(c2ccc([N+](=O)[O-])cc2)CC1
 : 0	2	-3	-8	-2	-1	3	/	2	-0.3
[14] Cc1cccc(-n2c(C)c(-c3ccccc3)[nH]c2=S)c1
 : 3	17	3	24	-12	24	0	0.4	8	i
[15] Fc1ccccc1Cc1noc(CN2CCN(C/C=C/c3ccccc3)CC2)n1
 : 4	-7	6	18	13	2	-8	0.9	0	i
[16] CN(Cc1ccc(OC(F)F)cc1)C(=O)C1CCN(S(=O)(=O)c2ccc3c(c2)OCCO3)CC1
 : -6	-2	-8	/	19	5	5	0.6	/	-0.3
[17] CC(=O)C1=C(C)Nc2ncnn2C1c1cccc(OCc2ccccc2)c1 (configuration not stated)
 : 10	15	-5	53*	-5	-7	4	2.6	0	-0.3
[18] Cc1cc(C(=O)OCC(=O)NC2CC2)ccc1[N+](=O)[O-]
 : -4	-7	-7	/	3	1	8	0.7	/	i
[19] COc1cc(OC)c(C=NNC(=S)NC23CC4CC(CC(C4)C2)C3)c(OC)c1
 : -1	17	/	/	12	-10	-12	0.6	/	i
[20] Cn1c(COc2ccccc2)nnc1SCc1nc2ccccc2[nH]1
 : 3	-3	-10	13	4	-12	-10	-0.3	4	7.1

5 compounds picked at random from the list so far, as already listed:
Second line of a record: PrPC TRFRET	CCHF vOTU inh	Rv3671c protease	VHR inh abs	Y pestis TopoI	SSB-PriA inh	MazF activator	TcdB GH inh	SARS 3CLpro inh	BH1578 lux ind
[19] COc1cc(OC)c(C=NNC(=S)NC23CC4CC(CC(C4)C2)C3)c(OC)c1
 : -1	17	/	/	12	-10	-12	0.6	/	i
[16] CN(Cc1ccc(OC(F)F)cc1)C(=O)C1CCN(S(=O)(=O)c2ccc3c(c2)OCCO3)CC1
 : -6	-2	-8	/	19	5	5	0.6	/	-0.3
[11] CCN(C(=O)c1cc(Cl)ccc1OC)C1CCCCC1
 : -1	-1	2	-8	13	3	-4	/	-6	i
[20] Cn1c(COc2ccccc2)nnc1SCc1nc2ccccc2[nH]1
 : 3	-3	-10	13	4	-12	-10	-0.3	4	7.1
[15] Fc1ccccc1Cc1noc(CN2CCN(C/C=C/c3ccccc3)CC2)n1
 : 4	-7	6	18	13	2	-8	0.9	0	i

Going on with the list:
Second line of a record: PrPC TRFRET	CCHF vOTU inh	Rv3671c protease	VHR inh abs	Y pestis TopoI	SSB-PriA inh	MazF activator	TcdB GH inh	SARS 3CLpro inh	BH1578 lux ind
[21] COc1cc(C(=O)N2CCN(c3cccc(C(F)(F)F)c3)CC2)ccc1OCC(=O)N1CCOCC1
 : 3	-2	/	/	13	-11	0	0.5	/	-0.3
[22] CCc1cc(=O)oc2cc(OCC(=O)OC)c(Cl)cc12
 : -1	-6	-2	13	-4	-7	-15	/	-4	4.2
[23] Cc1csc(NC(C)c2nc3cc(Cl)c(Cl)cc3n2CCCO)n1 (configuration not stated)
 : 8	-5	11	/	6	-2	0	-1.5	/	-0.3
[24] Cc1cccc(C)c1NC(=O)CN(C)C(=O)c1cccc(S(=O)(=O)N2CCN(C)CC2)c1
 : -10	4	0	/	-1	6	2	-0.7	/	i
[25] CCNC(=S)NNC(=O)c1ccncc1
 : -4	13	-2	28	19	-4	1	-0.5	-5	0.0
[26] CS(=O)(=O)N1CCc2cc(-c3csc(NC(=O)Cc4cccs4)n3)ccc21
 : 15	2	-10	29	-16	11	6	/	-1	-2.9
[27] O=S(=O)(c1ccc(N2CCCC2)nc1)N1CCOCC1
 : 8	12	-1	-2	4	-6	10	/	-3	i
[28] O=C(NCCCn1cccn1)c1cc(COc2ccccc2)on1
 : 5	2	/	/	-2	/	3	-0.7	/	-0.2
[29] COc1ccc(CCNC(=O)CC2Nc3cc(C)c(C)cc3NC2=O)cc1OC (configuration not stated)
 : -11	0	-6	8	-2	1	7	/	-8	-0.4
[30] Oc1c(C=Nc2cccc3cccnc23)sc2ccccc12
 : -2	0	-1	39	/	/	/	/	3	/
[31] COc1ccc(S(=O)(=O)N2CCC(C(=O)NCC3CCCO3)CC2)cc1OC (configuration not stated)
 : 1	6	-1	26	-16	-4	4	1.5	-2	0.2
[32] COc1ccc(C(=O)/C=C/Nc2ccc(S(=O)(=O)Nc3cc(OC)nc(OC)n3)cc2)c(OC)c1
 : 7	9	-5	-8	16	-1	-23	0.7	6	-0.6
[33] O=C(NCCNC(=O)c1cccc(O)c1)c1cccc(O)c1
 : -1	7	-6	24	3	-5	-16	-0.5	1	i
[34] COc1ccc(C2CC(C(F)(F)F)n3ncc(C(=O)NCc4cccnc4)c3N2)cc1OC (configuration not stated)
 : -2	1	-1	10	7	-6	5	/	4	i
[35] CCOc1ccc(CNn2cnnc2)cc1
 : 12	-6	-5	15	0	-7	6	1.1	8	-0.2
[36] O=C(CCC(=O)CCN1CCCCC1)CCN1CCCCC1
 : -7	-28	4	-2	-3	-19	5	/	-3	i
[37] CC(=O)OCC(=O)[C@H]1CC[C@H]2[C@@H]3CC[C@H]4C[C@H](O)CC[C@]4(C)[C@H]3C(=O)C[C@]12C
 : -3	0	2	/	15	0	3	0.8	/	i
[38] O=[N+]([O-])c1ccc(NNS(=O)(=O)c2cc(Cl)ccc2Cl)nc1
 : -11	1	/	2	-11	-3	-10	0.2	3	i
[39] CN(c1ccccc1C(=O)Nc1ccc(F)c(Cl)c1)S(C)(=O)=O
 : 5	13	3	20	-10	-17	-7	-10	6	-0.3
[40] N#CCSc1nnc(C2CCCCC2)n1Cc1ccccc1
 : 4	-10	3	18	6	-10	4	/	0	-0.4

3 structures already listed, ordered by length of the SMILES, high to low:
Second line of a record: PrPC TRFRET	CCHF vOTU inh	Rv3671c protease	VHR inh abs	Y pestis TopoI	SSB-PriA inh	MazF activator	TcdB GH inh	SARS 3CLpro inh	BH1578 lux ind
[37] CC(=O)OCC(=O)[C@H]1CC[C@H]2[C@@H]3CC[C@H]4C[C@H](O)CC[C@]4(C)[C@H]3C(=O)C[C@]12C
 : -3	0	2	/	15	0	3	0.8	/	i
[32] COc1ccc(C(=O)/C=C/Nc2ccc(S(=O)(=O)Nc3cc(OC)nc(OC)n3)cc2)c(OC)c1
 : 7	9	-5	-8	16	-1	-23	0.7	6	-0.6
[36] O=C(CCC(=O)CCN1CCCCC1)CCN1CCCCC1
 : -7	-28	4	-2	-3	-19	5	/	-3	i

Carrying on.
Second line of a record: PrPC TRFRET	CCHF vOTU inh	Rv3671c protease	VHR inh abs	Y pestis TopoI	SSB-PriA inh	MazF activator	TcdB GH inh	SARS 3CLpro inh	BH1578 lux ind
[41] CCOC(=O)C1=C(C)N(C)C(C)=C(C(=O)OCC)C1c1ccncc1
 : -3	11	-1	7	8	-20	-5	/	1	-2.9
[42] CCc1ccc2oc(=O)cc(CN3CCCCC3C)c2c1 (configuration not stated)
 : -1	3	3	1	18	-22	3	/	-1	i
[43] O=C(c1ccncc1)N1CCN(S(=O)(=O)c2ccccc2F)CC1
 : 9	7	1	/	-3	-14	-5	-2.0	/	-8.4
[44] COc1cccc(CNC(=O)c2cc(=O)[nH]c3ccc(S(=O)(=O)N4CCOCC4)cc23)c1
 : 1	11	4	/	4	-21	-1	0.8	/	-0.7
[45] CNC(=S)N1CCc2sccc2C1C (configuration not stated)
 : -6	-19	0	22	-8	-15	-2	2.4	3	-0.3
[46] Cc1cccc(-c2nnnn2-c2cccc(C)c2)c1
 : 2	-4	2	-17	3	-16	7	1.3	6	i
[47] CCOc1ccc(/C=N/Nc2nc(C)cs2)c(O)c1
 : 4	3	/	1	-12	/	-13	-6.0	3	i
[48] CN(CCc1ccccc1)C(=O)c1ccc(NC(=O)Cc2cccc(NC(=O)C3CCN(C(=O)C4CCC4)CC3)c2)cc1
 : -1	0	/	/	28	-8	-3	-0.8	/	i
[49] COc1cc([N+](=O)[O-])ccc1NC(=S)NNC(=O)CCC(=O)Nc1ccccc1Cl
 : -11	5	3	5	-1	9	3	0.2	2	-1.2
[50] CCS(=O)(=O)NCCc1cc2ccc(C)cc2[nH]c1=O
 : /	/	-13	28	2	-15	4	/	-3	3.0
[51] CCOC(=O)C1(C)CCN1C(=O)c1ccccc1OC(F)(F)F (configuration not stated)
 : -2	2	/	/	0	/	/	0.9	/	-0.2
[52] Cc1cccc[n+]1CCCCCCCCCC[n+]1ccccc1C
 : 3	5	4	44	-13	-11	5	2.0	1	-1.3
[53] O=C(N/N=C/c1ccc([N+](=O)[O-])o1)c1cc(-c2ccc(-c3ccccc3)cc2)nc2ccccc12
 : -6	7	-26	34	-11	/	-27	1.1	9	-0.2
[54] Cn1c(C(=O)OC(C(=O)NCC2CCCO2)c2cccnc2)cc2sccc21 (configuration not stated)
 : 1	6	1	8	7	-4	-33	1.1	5	-0.1
[55] N#C/C(=C\c1c(Cl)cccc1Cl)c1nc2ccccc2[nH]1
 : 5	8	-9	3	-1	0	7	0.2	4	i
[56] O=C(CCC(=O)Nc1cccc(Cl)c1)N/N=C/c1cc([N+](=O)[O-])ccc1O
 : -8	-10	7	6	3	/	6	0.5	7	-0.6

Screening data deposited in PubChem BioAssay by several laboratories.
